ADAM17 inh: ADAM17 inhibitors, primary screen, biochemical, QFRET; inhibition, % at 6.95 µM; recombinant ADAM17, EDANS/DABCYL FRET peptide cleavage; hit rate 0.83% among 370,000; Disintegrin and metalloproteinase domain-containing protein 17 (Homo sapiens), P78536;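 active means inhibition above the mean of compounds lying between control limits plus 3 SD, set per campaign, cut at about 8.5% in these data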;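 further: 0% = DMSO-only wells as the low control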
MBD2 DNA inh: inhibitors of MBD2 binding to methylated DNA, primary screen, biochemical, TR-FRET, DNA-binding domain, human | AID 686964, 2013 | MBD2 binding to methylated oligonucleotide | inhibition, % at 4.4 µM | hit rate 0.31% among 370,000; in the data active means inhibition above about 13%
Target sequence (Q9UBB5 whole entry, looked up, the tested form may be a part): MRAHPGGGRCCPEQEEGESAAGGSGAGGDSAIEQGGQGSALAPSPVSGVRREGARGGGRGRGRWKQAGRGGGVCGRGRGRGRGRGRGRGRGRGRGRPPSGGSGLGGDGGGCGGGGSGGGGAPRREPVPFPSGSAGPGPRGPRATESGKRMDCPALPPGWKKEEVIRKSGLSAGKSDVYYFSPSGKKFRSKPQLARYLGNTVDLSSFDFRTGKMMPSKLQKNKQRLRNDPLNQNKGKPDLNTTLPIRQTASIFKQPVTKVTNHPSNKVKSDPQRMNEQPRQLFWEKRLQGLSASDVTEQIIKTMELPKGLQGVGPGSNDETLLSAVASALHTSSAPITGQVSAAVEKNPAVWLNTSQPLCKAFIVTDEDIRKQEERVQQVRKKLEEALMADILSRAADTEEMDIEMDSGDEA
DDE Tn6 FP inh: inhibitors of Tn6 peptide binding to fibrin DD(E), primary screen, biochemical, fluorescence polarization, human fibrin, Tn6 probe. inhibition, % at 8.3 µM. hit rate 0.21% among 370,000. Fibrin DD(E) TRITC-Tn6 fluorescence polarization displacement. AID 720509, 2013;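 active means inhibition above a per-campaign cutoff: mean of compounds within control limits plus 3 SD, cut at about 15% in these data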;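 further: 0% = median of all compound wells on the plate and 100% = blocking peptide control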
Target sequence (P02675 whole entry, looked up): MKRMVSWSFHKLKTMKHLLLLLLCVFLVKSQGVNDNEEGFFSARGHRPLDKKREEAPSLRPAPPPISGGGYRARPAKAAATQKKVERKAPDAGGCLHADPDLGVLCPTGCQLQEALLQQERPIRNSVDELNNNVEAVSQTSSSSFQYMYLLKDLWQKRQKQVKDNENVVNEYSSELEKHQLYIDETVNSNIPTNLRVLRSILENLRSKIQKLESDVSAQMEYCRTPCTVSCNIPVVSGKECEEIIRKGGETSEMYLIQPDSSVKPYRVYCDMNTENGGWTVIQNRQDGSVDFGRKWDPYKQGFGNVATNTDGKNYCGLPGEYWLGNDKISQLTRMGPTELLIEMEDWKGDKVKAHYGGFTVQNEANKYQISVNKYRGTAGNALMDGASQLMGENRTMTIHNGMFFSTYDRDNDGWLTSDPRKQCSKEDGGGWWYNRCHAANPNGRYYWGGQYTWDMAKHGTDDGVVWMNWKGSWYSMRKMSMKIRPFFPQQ
UHRF1 MBD2 ctr: UHRF1 methylated DNA binding inhibitors, primary screen, counter-screen for MBD2 inhibitor project, biochemical, TR-FRET, human UHRF1, single concentration; hit rate 0.75% among 370,000; E3 ubiquitin-protein ligase UHRF1 (Homo sapiens), Q96T88; inhibition, % at 4.4 µM; UHRF1 binding to methylated oligo; in the data active means inhibition above about 21%;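 further: UHRF1 SRA domain binding a hemimethylated CpG hairpin DNA probe; 0% = median of test compound wells and 100% = reference inhibitor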
proKLK7 act: proKLK7 zymogen activators, primary screen, biochemical, fluorescence intensity; Kallikrein-7 (Homo sapiens), P49862; purified proKLK7, EDANS-DABCYL substrate fluorescence; 100% is mature enzyme control, 0% vehicle; activation, % at 7 µM; hit rate 0.9% among 370,000; AID 652039, 2013;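 active means activation above the mean of all tested compounds plus 3 SD, computed per campaign excluding outliers beyond control limits, cut at about 13% in these data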
ASAP1 inh: inhibitors of human ASAP1 ArfGAP activity, primary screen, biochemical, fluorescence polarization | ASAP1-stimulated ARF1 GTP hydrolysis, GDP FP detection | inhibition, % at 16.5 µM | AID 624377, 2012 | hit rate 0.19% among 360,000 | Arf-GAP with SH3 domain, ANK repeat and PH domain-containing protein 1 (Homo sapiens), …; in the data active means inhibition above about 25%;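 further: 0% = vehicle with enzyme and substrate and 100% = no enzyme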
PLCg1 inh: PLC-gamma1 enzyme inhibitors, primary screen, biochemical, fluorescence, purified enzyme | fluorogenic substrate | 1-phosphatidylinositol 4,5-bisphosphate phosphodiesterase gamma-1 (Homo sapiens), P19174 | hit rate 0.84% among 370,000 | inhibition, % at 12.2 µM; in the data active means inhibition above about 9.5%
ARFGAP1 inh: inhibitors of rat ARFGAP1 GAP activity, primary screen, biochemical, fluorescence polarization, GDP tracer; hit rate 0.26% among 360,000; inhibition, % at 16.5 µM; ADP-ribosylation factor GTPase-activating protein 1 (Rattus norvegicus), Q62848; Arfgap1-stimulated ARF1 GTP hydrolysis, GDP FP detection;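 active means inhibition above a per-plate limit, mean inhibition of low control wells plus 3 SD, cut at about 25% in these data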;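 further: 0% = DMSO wells with enzyme and 100% = wells lacking Arfgap1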
Target sequence (Q62848 1-136 limits assumed): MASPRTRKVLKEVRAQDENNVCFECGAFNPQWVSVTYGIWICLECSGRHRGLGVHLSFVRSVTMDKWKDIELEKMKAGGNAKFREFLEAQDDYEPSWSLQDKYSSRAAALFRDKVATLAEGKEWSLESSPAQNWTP
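Material: truncated rat Arfgap1 GAP domain; Incubation: compound-enzyme preincubation 20 min, reaction 120 min, detection 60 min, 25 °C; Read-out: percent inhibition of Arfgap1-stimulated GTP hydrolysis; Technique: FP, GDP Alexa 633 tracer displaced from anti-GDP antibody, 620/688 nm; Controls: No-Arfgap1 wells (100%) versus DMSO full-reaction wells (0%); Replication: single well per compound.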
DDE Tn7 FP inh: inhibitors of Tn7 peptide binding to fibrin DD(E), primary screen, biochemical, fluorescence polarization, human fibrin, Tn7 probe | hit rate 0.13% among 370,000 | AID 720508, 2013 | inhibition, % at 8.3 µM | FP displacement of FITC-Tn7 peptide from fibrin DD(E); 0% = median of compound wells per plate;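 active means inhibition above the mean of compounds falling within the control limits plus 3 SD of them, cut at about 14% in these data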;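 further: 0% = plate median of compound wells and 100% = 10 µM Aha-Tn7 peptide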
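Assay system: Fibrin-DD(E) protein isolated from polymerized human fibrin clots; read-out basis: percent inhibition; medium: Tris/NaCl/CaCl2 buffer, pH 7.8; signal: FP measurement; incubation: 10 min plus 3 h, room temperature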
PLCb3 inh: human PLC-beta3 inhibitors, primary screen, biochemical, fluorescence; inhibition, % at 12.2 µM; Purified PLC-beta3, fluorogenic substrate; 1-phosphatidylinositol 4,5-bisphosphate phosphodiesterase beta-3 (Homo sapiens), Q01970; hit rate 0.18% among 370,000; in the data active means inhibition above about 11%;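 further: 0% = median of compound wells on plate and 100% = full blocker control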
* = called active by the depositor; i = inactive; . = not tested or not shown; & = joins results of further samples; ! = not confirmed by another sample.

1	CCC12CCCN3CCc4c(n(c5ccccc45)C(O)(C(=O)OC)C1)C32 (stereo not drawn)
2	CN(C)CCC[C@@]1(c2ccc(F)cc2)OCc2cc(C#N)ccc21
3	O=C(O)CCCCCCCC(=O)O
4	O=C(c1ccccc1)c1ccc2n1CCC2C(=O)O (stereo not drawn)
5	COc1c(O)cc2c(c1O)[C@@H]1O[C@H](CO)[C@@H](O)[C@H](O)[C@H]1OC2=O
6	Nc1ncnc(Nc2ccccc2)n1
7	CCOC(=O)Nc1ccc2c(c1)N(C(=O)CCN1CCOCC1)c1ccccc1S2
8	Cc1ccsc1/C=C/C1=NCCCN1C
entry no.,1,2,3,4,5,6,7,8
ADAM17 inh,-18,-3,-5,-3,2,-2,-3&-3,-3&-6&-3
MBD2 DNA inh,-7,7,-4,4,5,1,-2&3,4&-2&-4
DDE Tn6 FP inh,6,-1,-3,0,7,3,7&-5,-2&5&8
UHRF1 MBD2 ctr,-2,6,-3,0,2,0,1&-1,2&-4&-3
proKLK7 act,1.7,0.2,-0.1,0.5,-0.1,-0.5,0.2&-0.3,-0.3&0.2&0.1
ASAP1 inh,-7,5,-4,-10,-2,9,3&4,-9&2&-18
PLCg1 inh,-44,2,4,3,0,1,3&1,4&0&1
ARFGAP1 inh,-4,3,9,-2,-3,7,3&-4,7&14&-4
DDE Tn7 FP inh,2,-1,-6,4,-1,-6,3&7,-1&-2&5
PLCb3 inh,-52,1,2,-1,-3,0,-3&3,1&0&3

9	CCOc1ccc(NC(=S)N2CCC(C(O)(c3ccccc3)c3ccccc3)CC2)cc1
10	C[C@@H]1CC(=O)NN=C1c1ccc(NN=C(C#N)C#N)cc1
11	CCCN(CCC)C(=O)C(CCC(=O)O)NC(=O)c1ccccc1 (stereo not drawn)
12	CN(C)CCOC(=O)C(c1ccccc1)C1(O)CCCC1 (stereo not drawn)
13	COC(=O)Nc1nc2ccc(C(=O)C3CC3)cc2[nH]1
14	Cc1ccc(Nc2c(F)cccc2Cl)c(CC(=O)O)c1
15	COc1cc(NC(=O)c2cc(C3CC3)on2)c(OC)cc1Cl
16	COc1cc(C(=O)NCCCCCC(=O)O)cc(OC)c1OC
entry no.,9,10,11,12,13,14,15,16
ADAM17 inh,4,-3,1,-2,-8,1,1,1
MBD2 DNA inh,0,0,-4,0,-5,3,-4,-2
DDE Tn6 FP inh,-4,1,4,0,4,4,1,3
UHRF1 MBD2 ctr,-2,1,-3,-1,0,1,2,-1
proKLK7 act,0.5,0.1,-1.0,0.9,0.7,-0.8,-0.3,-0.3
ASAP1 inh,-4,.,11,-3,4,.,-7,9
PLCg1 inh,3,1,5,0,-6,-5,2,3
ARFGAP1 inh,1,.,1,8,8,.,6,0
DDE Tn7 FP inh,1,13,1,-1,-4,3,4,1
PLCb3 inh,7,-37,4,-3,-11,-2,4,4

17	O=C1c2ccccc2C(=O)c2c(O)c(O)cc(O)c21
18	COc1cc2c(c(OC)c1OC)-c1c(cc(OC)c(OC)c1OC)C[C@H](C)[C@H](C)C2
19	O=C1c2c(O)cccc2C(C2OC(CO)[C@@H](O)[C@H](O)[C@H]2O)c2cc(CO)cc(O)c21 (stereo partly drawn)
20	COc1cccc2c(NCc3ccccc3)nc(-n3c(N)nc4ccccc43)nc12
21	CC(=O)OCC(=O)C1(O)CCC2C3CCC4=CC(=O)C=CC4(C)C3(F)C(O)CC21C (stereo not drawn)
22	CN1CCN(c2c(F)cc3c(=O)c(C(=O)O)cn4c3c2SCC4)CC1
23	C#C[C@]1(O)CC[C@H]2[C@@H]3CCC4=CC(=O)CC[C@@H]4[C@H]3CC[C@@]21CC
24	CN=C(N)NC(=O)Nc1c(C)cccc1C
entry no.,17,18,19,20,21,22,23,24
ADAM17 inh,0,-1,-2,-4,-2,-173,-8&-6,-6
MBD2 DNA inh,0,2,0,6,4,2,4&1,5
DDE Tn6 FP inh,65*,-8,-1,-9,3,0,-1&2,-1
UHRF1 MBD2 ctr,5,-2,-7,-2,-1,6,-3&2,0
proKLK7 act,0.0,-0.6,1.0,.,0.0,98*,0.9&0.1,0.3
ASAP1 inh,1,7,6,.,0,-6,-7&-3,3
PLCg1 inh,0,0,-5,1,-3,i,-14&-2,0
ARFGAP1 inh,0,-6,7,.,-5,18,25*!,-1
DDE Tn7 FP inh,3,2,-1,-1,-1,-4,7&3,4
PLCb3 inh,-4,4,-11,-1,-4,i,-13&-3,0

25	Nc1cc(=O)[nH]c(N)n1
26	COc1ccc(S(=O)(=O)Nc2nnc(CC(C)C)s2)cc1
27	C[C@]12CC[C@H]3C(=CCc4cc(O)ccc43)[C@@H]1CCC2=O
28	CCN(CC)CCOC(=O)C(c1ccccc1)c1ccccc1
29	COc1ccccc1OC(=O)Oc1ccccc1OC
30	CCCc1cc(C(N)=S)ccn1
31	CCOC(=O)Nc1ccc(NCc2ccc(F)cc2)nc1N
32	CC[C@]12CCCN3CCc4c(n(c5ccccc45)[C@@](O)(C(=O)OC)C1)[C@@H]32
entry no.,25,26,27,28,29,30,31,32
ADAM17 inh,-6,0,-2,-4,-4,0,-109,-1
MBD2 DNA inh,-6,1,0,-3,6,-4,0,-2
DDE Tn6 FP inh,-1,3,7,2,0,-3,13,1
UHRF1 MBD2 ctr,-1,7,-3,0,-1,0,3,0
proKLK7 act,-0.4,-0.1,-1.2,-0.3,-0.2,-0.2,-2.0,0.8
ASAP1 inh,0,-15,6,13,4,4,21,-9
PLCg1 inh,-2,0,-7,-1,4,1,-177,-1
ARFGAP1 inh,6,1,10,7,1,-7,24,-4
DDE Tn7 FP inh,-6,4,-2,7,4,3,23*,-4
PLCb3 inh,-1,-1,-6,-2,0,3,-278,4

33	CCCCN(CCCC)CC(O)c1cc(Cl)cc2c1-c1ccc(Cl)cc1/C2=C/c1ccc(Cl)cc1 (stereo not drawn)
34	CN1CCN(CCCN2c3ccccc3Sc3ccc(S(=O)(=O)N(C)C)cc32)CC1
35	CCCCOC(=O)c1ccc(N)cc1
36	CCN(CC)S(=O)(=O)c1ccc(C(=O)O)cc1
37	O=C(NCCN1CCOCC1)c1ccc(Cl)cc1
38	Cc1cc(O)c2c(c1)C(=O)c1cccc(O)c1C2=O
39	CC1CCc2c(N3CCC(O)CC3)c(F)cc3c(=O)c(C(=O)O)cn1c23 (stereo not drawn)
40	C[C@H]1c2cccc(O)c2C(O)=C2C(=O)C3(O)C(O)=C(C(N)=O)C(=O)[C@@H](N(C)C)[C@@H]3[C@@H](O)[C@@H]21 (stereo partly drawn)
entry no.,33,34,35,36,37,38,39,40
ADAM17 inh,6,-10,-6,1,-5,-4,-35,-6
MBD2 DNA inh,1,4,0,5,4,1,0,2
DDE Tn6 FP inh,-6,5,-5,5,-6,9,-4,-4
UHRF1 MBD2 ctr,-2,-1,0,0,1,2,1,2
proKLK7 act,-0.9,1.6,0.8,-0.1,0.1,0.5,-6.6,-4.7
ASAP1 inh,.,13,9,-9,5,0,3,-11
PLCg1 inh,5,-239,-1,1,0,-5,-129,-33
ARFGAP1 inh,.,7,3,0,-1,9,-15,5
DDE Tn7 FP inh,1,6,-9,1,7,9,2,2
PLCb3 inh,0,-276,1,-8,-6,-5,-179,-45

Structures above that have an NH in an aromatic ring (two):
13	COC(=O)Nc1nc2ccc(C(=O)C3CC3)cc2[nH]1
25	Nc1cc(=O)[nH]c(N)n1
entry no.,13,25
ADAM17 inh,-8,-6
MBD2 DNA inh,-5,-6
DDE Tn6 FP inh,4,-1
UHRF1 MBD2 ctr,0,-1
proKLK7 act,0.7,-0.4
ASAP1 inh,4,0
PLCg1 inh,-6,-2
ARFGAP1 inh,8,6
DDE Tn7 FP inh,-4,-6
PLCb3 inh,-11,-1

(further entries)
41	CC(C)(C(=O)c1cccnc1)c1cccnc1
42	O=C1CCc2cc(OCCCCc3nnnn3C3CCCCC3)ccc2N1
43	COc1cc(C)nc(-n2nc(C)cc2OC)n1
44	Cc1oncc1C(=O)Nc1ccc(C(F)(F)F)cc1
45	CC(=O)N(CC(O)CO)c1c(I)c(C(=O)NCC(O)CO)c(I)c(C(=O)NCC(O)CO)c1I (stereo not drawn)
46	CCC(Cc1c(I)cc(I)c(N)c1I)C(=O)O (stereo not drawn)
47	C/C=C(/C)C(=O)O[C@@H]1c2cc3c(c4c2[C@@]2(CO4)C(=O)C(OC)=C(OC)C=C2C[C@@H](C)[C@H]1C)OCO3
48	CN1CCC(=C2c3ccccc3CC(=O)c3sccc32)CC1
entry no.,41,42,43,44,45,46,47,48
ADAM17 inh,-3,-4,-5,-5,0,-5,-6,-8&-3&-3
MBD2 DNA inh,-1,7,2,-3,-5,8,0,-5&-4&-4
DDE Tn6 FP inh,3,-3,-1,7,7,-2,0,-3&-6&3
UHRF1 MBD2 ctr,1,3,-1,0,-4,4,-2,-1&-3&-1
proKLK7 act,-0.3,-0.2,-0.2,0.4,0.2,-0.2,-0.4,0.3&-0.8&-0.2
ASAP1 inh,17,-5,-8,0,6,2,4,8&1&2
PLCg1 inh,-3,6,-1,-1,4,5,0,-1&-4&0
ARFGAP1 inh,6,3,1,1,9,3,0,2&4&2
DDE Tn7 FP inh,-2,6,11,-1,3,10,3,-2&-6&-1
PLCb3 inh,-1,1,2,4,6,-6,1,-4&-6&-1

Screen by screen, quoted from above.
DDE Tn6 FP inh for nos. 36–47 → 5, -6, 9, -4, -4, 3, -3, -1, 7, 7, -2, 0
UHRF1 MBD2 ctr for nos. 36–47 → 0, 1, 2, 1, 2, 1, 3, -1, 0, -4, 4, -2

Further structures:
49	OCC(O)CN1CCN(c2ccccc2)CC1 (stereo not drawn)
50	O=C(NC1CCC1)c1ccc(C#Cc2cccc(F)c2)nc1
51	COc1ccc(Sc2ccc(NC(=O)c3ccccc3Cl)cc2C#N)cc1
52	CC1(C)Oc2ccc(C#N)cc2[C@@H](N2CCCC2=O)[C@@H]1O
entry no.,49,50,51,52
ADAM17 inh,-4,-1,1,-3
MBD2 DNA inh,-1,17*,8,-1
DDE Tn6 FP inh,-3,-8,-3,-6
UHRF1 MBD2 ctr,0,17,6,1
proKLK7 act,-0.2,-0.7,-3.8,-0.5
ASAP1 inh,-5,.,16,-13
PLCg1 inh,-1,1,2,1
ARFGAP1 inh,11,.,12,6
DDE Tn7 FP inh,-8,2,2,1
PLCb3 inh,4,-1,4,0

Screening data from PubChem BioAssay.

Not all compounds are listed. The share of hits here may be higher or lower than overall.
